Source: PubChem (several laboratories)
VHR inh abs – inhibitors of human VHR1 phosphatase (DUSP3); P51452; recombinant VHR phosphatase, pNPP absorbance; inhibition, % at 13.3 µM; 290,000 compounds, 0.52% hits; AID 1654; in the data active = inhibition above about 50%; note: some compounds called inactive have numbers as strong as hits
BoNT-F LC inh – blocks Botulinum neurotoxin F light chain protease; Multiplex microsphere protease cleavage assay, flow cytometry; 360,000 compounds, 0.22% hits; inhibition, % at 10 µM; in the data active = inhibition above about 35%, passing the limit was not always enough; inconclusive = no clear call, values can overlap the other calls; note: plate controls were buffer without enzyme for full effect and enzyme alone for no effect
Anthrax LF inh2 – anthrax lethal factor protease inhibition; inhibition, % at 10 µM; 360,000 compounds, 0.12% hits; AID 588501; multiplex microsphere protease cleavage assay, LF; note: plate controls were buffer without enzyme for full effect and enzyme alone for no effect
Target sequence (P15917 whole entry, looked up): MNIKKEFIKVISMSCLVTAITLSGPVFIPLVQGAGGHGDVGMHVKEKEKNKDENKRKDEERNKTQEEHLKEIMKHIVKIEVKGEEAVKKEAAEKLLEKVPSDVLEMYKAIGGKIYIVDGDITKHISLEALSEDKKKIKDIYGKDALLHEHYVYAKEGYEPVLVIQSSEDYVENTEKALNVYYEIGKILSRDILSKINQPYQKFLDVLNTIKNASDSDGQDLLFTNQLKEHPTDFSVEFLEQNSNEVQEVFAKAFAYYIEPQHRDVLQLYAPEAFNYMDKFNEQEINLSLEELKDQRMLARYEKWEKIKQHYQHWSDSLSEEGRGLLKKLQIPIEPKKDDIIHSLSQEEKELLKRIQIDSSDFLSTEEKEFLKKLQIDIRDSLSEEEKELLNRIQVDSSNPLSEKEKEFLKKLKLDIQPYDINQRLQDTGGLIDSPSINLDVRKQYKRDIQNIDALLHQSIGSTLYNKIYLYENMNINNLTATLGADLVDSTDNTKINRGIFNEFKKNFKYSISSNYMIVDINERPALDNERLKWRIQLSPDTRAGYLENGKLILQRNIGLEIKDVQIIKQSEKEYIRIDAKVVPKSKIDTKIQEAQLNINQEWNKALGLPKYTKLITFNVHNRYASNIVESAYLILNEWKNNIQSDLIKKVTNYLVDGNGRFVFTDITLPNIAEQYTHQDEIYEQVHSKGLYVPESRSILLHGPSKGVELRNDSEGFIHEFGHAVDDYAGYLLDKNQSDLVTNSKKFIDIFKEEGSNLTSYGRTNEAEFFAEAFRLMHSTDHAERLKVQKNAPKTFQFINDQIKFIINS
PrPC TRFRET – inhibitors of human cell surface prion protein PrPC. P04156. TR-FRET read-out. inhibition, % at 13.8 µM. 370,000 compounds, 0.43% hits. AID 720596; in the data active = inhibition above about 24%; note: 0% = median of the test wells and 100% = reference compound wells
Rv3671c protease – inhibits the M. tuberculosis serine protease Rv3671c | AID 2606 | inhibition, % at 5.96 µM | P9WHR9 | 320,000 compounds, 0.048% hits; in the data active = inhibition above about 38%;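 note: extracellular domain of Rv3671c used as enzyme; 0% = enzyme with DMSO and 100% = no enzyme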
CCHF vOTU inh – CCHFV vOTU protease inhibition | 370,000 compounds, 0.55% hits | AID 651958 | Pep-AMC fluorescence | inhibition, % at 11.5 µM; in the data active = inhibition above about 30%; note: 0% = vehicle wells with enzyme and 100% = no enzyme wells
BoNT A protease – BoNT A light chain protease inhibition | multiplex microsphere protease substrate cleavage, flow cytometry | inhibition, % at 10 µM | 360,000 compounds, 0.17% hits; note: plate controls were buffer without enzyme for full effect and enzyme alone for no effect
SSB-PriA inh – inhibitors of Klebsiella pneumoniae PriA binding to SSB C-terminal tail; AlphaScreen SSBct-PriA binding, biotinylated peptide; inhibition, % at 33 µM; 430,000 compounds, 0.6% hits; AID 1272365; in the data active = inhibition mostly above about 37%, no sharp cut-off; inactive = mostly below about 20%;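 note: plate controls were negative control peptide for no effect and reference peptide for full effect; strong numbers were not always called active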
MazEF act – activators of E. coli MazEF toxin-antitoxin RNase; P0AE70; FAM/BHQ RNA-DNA oligo cleavage fluorescence, 5 h; activation, % at 20 µM; 350,000 compounds, 0.32% hits; in the data active = activation above about 50%
Target sequence (P0AE70 whole entry, looked up): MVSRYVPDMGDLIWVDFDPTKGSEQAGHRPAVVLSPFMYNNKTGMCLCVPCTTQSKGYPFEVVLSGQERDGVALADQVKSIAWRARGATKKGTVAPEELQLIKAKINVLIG
SARS 3CLpro inh – SARS-CoV 3CLpro protease inhibition | P0C6X7 | recombinant SARS-CoV 3CLpro, quenched FRET peptide cleavage | inhibition, % at 6 µM | 290,000 compounds, 0.14% hits; in the data active = inhibition above about 12%
Starred values were filed as active, the others as inactive. Cut-off read from the data, not from the text of the source, unless noted: active = inhibition above about 30%; inconclusive = no clear call, values can overlap the other calls; inactive = below that.

O=c1[nH]cc(N2CCCCCC2)c(=O)[nH]1 was read as VHR inh abs 14, BoNT-F LC inh inconclusive, Anthrax LF inh2 -8, PrPC TRFRET 3, Rv3671c protease -9, CCHF vOTU inh -9, BoNT A protease 0.9, SSB-PriA inh 4, MazEF act -2 and SARS 3CLpro inh 2.
CC(=O)Nc1ccc(NC(=O)CS(=O)(=O)Cc2ccccc2)cc1 was read as VHR inh abs -29, BoNT-F LC inh 0, Anthrax LF inh2 1, PrPC TRFRET -3, Rv3671c protease 7, CCHF vOTU inh -6, BoNT A protease 0.0, SSB-PriA inh -18, MazEF act 7 and SARS 3CLpro inh 4.
`CCO[C@H]1OC(C(=O)N2CCOCC2)=C[C@@H](C2CC2)[C@@H]1CCCO` gave VHR inh abs 21, BoNT-F LC inh -6, Anthrax LF inh2 -4, PrPC TRFRET 1, Rv3671c protease 4, CCHF vOTU inh -12, BoNT A protease -0.3, SSB-PriA inh 0, MazEF act -31 and SARS 3CLpro inh 0.
For Cc1cc(S(=O)(=O)N2CCOCC2)ccc1OCC(=O)Nc1ccccc1F the results were VHR inh abs 12, BoNT-F LC inh 7, Anthrax LF inh2 -8, PrPC TRFRET -1, Rv3671c protease 6, CCHF vOTU inh 1, BoNT A protease -1.1, SSB-PriA inh 6, MazEF act 16 and SARS 3CLpro inh 6.
For FC(F)(F)c1ccccc1CNCc1ccncc1 the results were VHR inh abs 4, BoNT-F LC inh -1, Anthrax LF inh2 -7, PrPC TRFRET 9, Rv3671c protease -2, CCHF vOTU inh -10, BoNT A protease -0.8, SSB-PriA inh -16, MazEF act -4 and SARS 3CLpro inh 5.
`O=C(CN1CCN(C(=O)c2ccco2)CC1)Nc1ccc2c(c1)OCO2` gave BoNT-F LC inh -4, Anthrax LF inh2 -6, PrPC TRFRET -3, Rv3671c protease 0, CCHF vOTU inh -7, BoNT A protease -0.3, SSB-PriA inh 1, MazEF act 11 and SARS 3CLpro inh 0.
For O=C(CNC(=O)c1ccc2ccccc2c1)NC1CCCCC1 the results were BoNT-F LC inh inconclusive, Anthrax LF inh2 0, PrPC TRFRET -7, Rv3671c protease 8, CCHF vOTU inh -12, BoNT A protease 2.3, SSB-PriA inh 0 and MazEF act -1.
Cc1cc(SCc2ccc(Cl)cc2Cl)nc(=O)[nH]1 was read as VHR inh abs 7, BoNT-F LC inh -1, Anthrax LF inh2 -1, PrPC TRFRET 12, Rv3671c protease -8, CCHF vOTU inh -10, BoNT A protease 0.1, SSB-PriA inh 1, MazEF act -10 and SARS 3CLpro inh -1.
O=C(CN1CCCC1)NCC(=O)Nc1ccc(F)cc1 was read as VHR inh abs 7, BoNT-F LC inh -3, Anthrax LF inh2 -5, PrPC TRFRET -5, Rv3671c protease 5, CCHF vOTU inh 14, BoNT A protease -0.3, SSB-PriA inh -13, MazEF act -7 and SARS 3CLpro inh -2.
CCC(=O)Nc1ccccc1C(=O)OCC(=O)c1ccc2ccccc2c1 was read as VHR inh abs -4, BoNT-F LC inh -1, Anthrax LF inh2 -4, PrPC TRFRET 13, Rv3671c protease -18, CCHF vOTU inh 13, BoNT A protease -0.6, SSB-PriA inh -38, MazEF act 4 and SARS 3CLpro inh 3.
COc1ccc(-c2cn[nH]c2-c2ccc(OCc3ccc([N+](=O)[O-])cc3)cc2O)cc1 was read as VHR inh abs 4, BoNT-F LC inh -6, Anthrax LF inh2 -1, PrPC TRFRET -3, Rv3671c protease -22, CCHF vOTU inh 12, BoNT A protease -0.2, SSB-PriA inh 17, MazEF act 20 and SARS 3CLpro inh 6.
For CCC(C(=O)OCC(=O)N1CCN(c2ccc(OC)cc2)CC1)c1ccccc1 (centres undefined) the results were BoNT-F LC inh -1, Anthrax LF inh2 4, PrPC TRFRET 6, Rv3671c protease -4, CCHF vOTU inh 4, BoNT A protease 2.9, SSB-PriA inh 3 and MazEF act 1.
CC12CN3CCN(CC(C3)/C1=N\NC(=O)c1ccccc1N)C2 was read as VHR inh abs 17, BoNT-F LC inh -2, Anthrax LF inh2 -3, PrPC TRFRET 3, Rv3671c protease 4, CCHF vOTU inh -14, BoNT A protease -0.1, MazEF act 9 and SARS 3CLpro inh 5.
For FC(F)(F)c1cccc(NC(=S)NNC(=S)NCc2ccccc2)c1 the results were VHR inh abs -4, BoNT-F LC inh 2, Anthrax LF inh2 -2, PrPC TRFRET 2, Rv3671c protease 25, CCHF vOTU inh 24, BoNT A protease 0.2, SSB-PriA inh 8, MazEF act -13 and SARS 3CLpro inh 14*.
For COc1ccccc1-c1cc(C(=O)NC(C)C)no1 the results were VHR inh abs 48, BoNT-F LC inh -7, Anthrax LF inh2 1, PrPC TRFRET -10, Rv3671c protease 8, CCHF vOTU inh -15, BoNT A protease 0.4, SSB-PriA inh -7, MazEF act -11 and SARS 3CLpro inh 1.
For COc1ccccc1CNc1ncnc2cc(OC)c(OC)cc12 the results were VHR inh abs 22, BoNT-F LC inh -6, Anthrax LF inh2 -9, PrPC TRFRET 3, Rv3671c protease 6, CCHF vOTU inh -9, BoNT A protease -0.4, SSB-PriA inh -7, MazEF act 12 and SARS 3CLpro inh 2.
Screening CN1CCN(c2ccc(CNC(=O)C3Cc4c(-c5ccccc5)ccnc4O3)cc2)CC1 (centres undefined) returned BoNT-F LC inh -7, Anthrax LF inh2 0, PrPC TRFRET 4, CCHF vOTU inh 7 and BoNT A protease -0.7.
`O=C(Nc1ccccc1N1CCOCC1)c1ccccc1[N+](=O)[O-]` gave VHR inh abs 24, BoNT-F LC inh -2, Anthrax LF inh2 0, PrPC TRFRET -6, Rv3671c protease 6, CCHF vOTU inh 0, BoNT A protease -2.0, SSB-PriA inh -15, MazEF act 2 and SARS 3CLpro inh -5.
For CCOc1ccc(NC(=O)c2cc3n(n2)C(C(F)(F)F)CC(c2ccco2)N3)cc1 (centres undefined) the results were VHR inh abs 8, BoNT-F LC inh -8, Anthrax LF inh2 -4, PrPC TRFRET 1, Rv3671c protease -2, CCHF vOTU inh -1, BoNT A protease -0.4, SSB-PriA inh -12, MazEF act 4 and SARS 3CLpro inh 2.
`CN1C(=O)/C(=C\C=C2/CCCN2C)N(C)C1=S` gave VHR inh abs 10, BoNT-F LC inh -9, Anthrax LF inh2 -5, PrPC TRFRET -4, Rv3671c protease 1, CCHF vOTU inh -3, BoNT A protease -1.2, SSB-PriA inh 2, MazEF act -43 and SARS 3CLpro inh -3.
`CCCN1CCN(c2ccc(S(N)(=O)=O)cc2[N+](=O)[O-])CC1` gave VHR inh abs 0, BoNT-F LC inh 2, Anthrax LF inh2 1, PrPC TRFRET -17, Rv3671c protease 1, CCHF vOTU inh 18, BoNT A protease 1.0, SSB-PriA inh -14, MazEF act -6 and SARS 3CLpro inh 4.
`COc1ccc(-n2ncc3c(NCc4ccccn4)ncnc32)cc1` gave VHR inh abs -10, BoNT-F LC inh -4, Anthrax LF inh2 7, PrPC TRFRET 5, Rv3671c protease 6, CCHF vOTU inh -8, BoNT A protease -0.3, SSB-PriA inh -10, MazEF act 4 and SARS 3CLpro inh -2.
CC(C)(C)c1ccc(OCc2ccc(C(=O)N/N=C/c3ccc([N+](=O)[O-])cc3)o2)cc1 was read as VHR inh abs 20, BoNT-F LC inh -17, Anthrax LF inh2 0, PrPC TRFRET -2, Rv3671c protease -22, CCHF vOTU inh 18, BoNT A protease -0.9, MazEF act 1 and SARS 3CLpro inh -1.
Screening COCCn1c(C)cc(/C=N/NC(=O)c2cc3ccccc3cc2O)c1C returned BoNT-F LC inh -7, Anthrax LF inh2 -1, Rv3671c protease 5, BoNT A protease 0.6 and MazEF act 2.
For CCOC(=O)C1=C(C)Nc2ccccc2N=C1NC(=O)c1cccc(S(=O)(=O)NCc2ccccc2)c1 the results were VHR inh abs 16, BoNT-F LC inh -14, Anthrax LF inh2 inconclusive, PrPC TRFRET 0, Rv3671c protease -16, CCHF vOTU inh -4, BoNT A protease 1.8, SSB-PriA inh -9, MazEF act -2 and SARS 3CLpro inh 6.
Screening COc1ccc(C(=O)N2CCN(c3nc4ccccc4o3)CC2)cc1OC returned VHR inh abs 29, BoNT-F LC inh -4, Anthrax LF inh2 -10, PrPC TRFRET 5, Rv3671c protease -7, CCHF vOTU inh -3, BoNT A protease -0.3, SSB-PriA inh -2, MazEF act 0 and SARS 3CLpro inh -2.
Screening CCCc1nnc(NC(=O)c2cc(OC)cc(OC)c2)s1 returned VHR inh abs 3, BoNT-F LC inh 1, Anthrax LF inh2 2, PrPC TRFRET 4, Rv3671c protease -3, CCHF vOTU inh 7, BoNT A protease -0.4, SSB-PriA inh -11, MazEF act -9 and SARS 3CLpro inh -1.
Screening O=C(Cn1c2ccc(F)cc2c2nc3n(c(=O)c21)CCS3)Nc1ccccc1C(F)(F)F returned VHR inh abs 1, BoNT-F LC inh 1, Anthrax LF inh2 0, PrPC TRFRET -2, Rv3671c protease -12, CCHF vOTU inh -9, BoNT A protease -0.1, SSB-PriA inh -1, MazEF act 6 and SARS 3CLpro inh 1.
`COc1cccc2c(=O)cn[nH]c12` gave VHR inh abs -5, BoNT-F LC inh 3, Anthrax LF inh2 -1, PrPC TRFRET -3, Rv3671c protease -9, CCHF vOTU inh -113, BoNT A protease -0.6, SSB-PriA inh 3, MazEF act 8 and SARS 3CLpro inh 2.
Screening O=C(Cc1n[nH]c(=O)c2ccccc12)OCC(=O)c1ccccc1Cl returned BoNT-F LC inh 5, Anthrax LF inh2 1, PrPC TRFRET -7, Rv3671c protease 0, CCHF vOTU inh -9, BoNT A protease 3.4, SSB-PriA inh -17 and MazEF act -1.
`COc1ccc(N2CCN(C(=O)c3ccc4c(=O)n(CCc5ccc(OC)c(OC)c5)c(=O)[nH]c4c3)CC2)cc1` gave VHR inh abs 3, BoNT-F LC inh -1, Anthrax LF inh2 -5, PrPC TRFRET -2, Rv3671c protease 5, CCHF vOTU inh -5, BoNT A protease -0.4, SSB-PriA inh -12, MazEF act 1 and SARS 3CLpro inh -5.
For C[C@@H]1CN([C@@H](C)CO)S(=O)(=O)c2ccc(Br)cc2O[C@H]1CN(C)C(=O)c1ccccc1F the results were BoNT-F LC inh 6, Anthrax LF inh2 5, PrPC TRFRET -3, CCHF vOTU inh 10, BoNT A protease 0.1 and MazEF act -2.
`CCc1ccc(NC(=O)C(C)OC(=O)CCN2C(=O)C3CC=CCC3C2=O)cc1` (centres undefined) gave BoNT-F LC inh 11, Anthrax LF inh2 5, PrPC TRFRET 4, CCHF vOTU inh 6, BoNT A protease 1.5, SSB-PriA inh 5 and MazEF act 4.
`Cc1noc(/C=C/N(C)C)c1S(=O)(=O)N(C)CC(=O)N1CCc2ccccc21` gave VHR inh abs 10, Rv3671c protease -4, SSB-PriA inh -18, MazEF act 2 and SARS 3CLpro inh 2.
For CSCC(=O)N1CCc2ccc(NC(=O)c3ccccc3Cl)cc2C1 the results were VHR inh abs -18, BoNT-F LC inh inconclusive, Anthrax LF inh2 1, PrPC TRFRET 1, Rv3671c protease -5, CCHF vOTU inh 8, BoNT A protease 4.1, SSB-PriA inh 7, MazEF act 7 and SARS 3CLpro inh 1.
For O=C(Nc1ccccc1C(=O)NCc1cccnc1)c1ccccc1Cl the results were VHR inh abs 12, BoNT-F LC inh -5, Anthrax LF inh2 -3, PrPC TRFRET -2, Rv3671c protease -12, CCHF vOTU inh 15, BoNT A protease -2.8, SSB-PriA inh -5, MazEF act 2 and SARS 3CLpro inh 0.

Not all compounds are listed (hit frequency here may not be typical).
